pPAFAH FP inh: pPAFAH enzyme inhibitors, primary screen, biochemical, fluorescence polarization, human | Platelet-activating factor acetylhydrolase (Homo sapiens), Q13093 | recombinant pPAFAH, FP-rhodamine probe fluorescence polarization | inhibition, % at 3.39 µM | 330,000 compounds, 1.5% hits | AID 463082, 2010;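 active = inhibition above the mean inhibition across the screen plus 3 SD, cut at about 25% in these data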;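 note: inhibitors block binding of the rhodamine activity-based probe so polarization drops; 0% = enzyme with DMSO and 100% = wells lacking pPAFAH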
LYPLA2 counter: LYPLA2 inhibitors, primary screen, counter-screen for PME1 inhibitor project, biochemical, fluorescence polarization, FP-Rh probe ABPP. Acyl-protein thioesterase 2 (Homo sapiens), O95372. inhibition, % at 5.9 µM. AID 2177, 2009. 320,000 compounds, 0.38% hits. recombinant LYPLA2;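 active = inhibition above the screen-wide mean plus 3 SD, limit set per campaign, cut at about 26% in these data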;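 note: 0% = LYPLA2 with DMSO and 100% = wells lacking LYPLA2 enzyme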
PAFAH1B3 inh: PAFAH1B3 enzyme inhibitors, primary screen, biochemical, fluorescence polarization, human; Platelet-activating factor acetylhydrolase IB subunit alpha1 (Homo sapiens), Q15102; recombinant PAFAH1B3, FP-rhodamine probe; inhibition, % at 3.39 µM; 340,000 compounds, 0.28% hits;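 active = inhibition above the screen-wide average of all tested compounds plus 3 SD, cut at about 25% in these data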;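 note: 0% = enzyme with DMSO only and 100% = wells lacking PAFAH1B3 protein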
Target sequence (Q15102 whole entry, looked up): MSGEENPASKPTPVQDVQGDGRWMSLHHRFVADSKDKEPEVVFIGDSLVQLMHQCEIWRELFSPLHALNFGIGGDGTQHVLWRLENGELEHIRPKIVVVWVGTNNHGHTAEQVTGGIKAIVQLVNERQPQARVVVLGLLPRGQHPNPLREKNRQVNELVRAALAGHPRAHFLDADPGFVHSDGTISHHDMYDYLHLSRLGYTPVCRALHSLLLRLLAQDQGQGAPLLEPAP
PAD4 FP inh: human PAD4 inhibitors, primary screen, biochemical, fluorescence polarization, 1536-well format | 330,000 compounds, 0.41% hits | inhibition, % at 6.36 µM | recombinant PAD4, RCA probe fluorescence polarization;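 active = percent inhibition above a cutoff equal to the mean of all tested compounds plus 3 SD, cut at about 15% in these data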;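 note: 0% = PAD4 with RCA probe and DMSO and 100% = probe without PAD4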
PAFAH1B2 inh: PAFAH1B2 enzyme inhibitors, primary screen, biochemical, fluorescence polarization, human; Platelet-activating factor acetylhydrolase IB subunit alpha2 (Homo sapiens), P68402; recombinant PAFAH1B2, FP-rhodamine activity probe; inhibition, % at 3.39 µM; 340,000 compounds, 1.2% hits;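 active = inhibition above the mean of all tested compounds plus 3 SD, cut at about 24% in these data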;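 note: 0% = enzyme with DMSO and 100% = wells lacking PAFAH1B2; many of its hits are not listed in these tables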
GSTO1 inh: inhibitors of recombinant GSTO1, primary screen, counter-screen for RBBP9 inhibitor project, biochemical, fluorescence polarization | activity-based probe fluorescence polarization | 300,000 compounds, 1.1% hits | inhibition, % at 5.96 µM;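 active = inhibition above the campaign mean inhibition plus 3 SD, cut at about 35% in these data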;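 note: 0% = GSTO1-1 with DMSO and 100% = wells lacking GSTO1-1 enzyme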
PREPL inhibitor: PREPL enzyme inhibitors, primary screen, biochemical, fluorescence polarization | 320,000 compounds, 0.68% hits | recombinant PREPL, fluorescence polarization activity-based probe | inhibition, % at 5.96 µM; in the data active = inhibition above about 43%;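 note: 0% = enzyme with DMSO and 100% = wells lacking enzyme; many of its hits are not listed in these tables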
Target sequence (Q4J6C6 whole entry, looked up): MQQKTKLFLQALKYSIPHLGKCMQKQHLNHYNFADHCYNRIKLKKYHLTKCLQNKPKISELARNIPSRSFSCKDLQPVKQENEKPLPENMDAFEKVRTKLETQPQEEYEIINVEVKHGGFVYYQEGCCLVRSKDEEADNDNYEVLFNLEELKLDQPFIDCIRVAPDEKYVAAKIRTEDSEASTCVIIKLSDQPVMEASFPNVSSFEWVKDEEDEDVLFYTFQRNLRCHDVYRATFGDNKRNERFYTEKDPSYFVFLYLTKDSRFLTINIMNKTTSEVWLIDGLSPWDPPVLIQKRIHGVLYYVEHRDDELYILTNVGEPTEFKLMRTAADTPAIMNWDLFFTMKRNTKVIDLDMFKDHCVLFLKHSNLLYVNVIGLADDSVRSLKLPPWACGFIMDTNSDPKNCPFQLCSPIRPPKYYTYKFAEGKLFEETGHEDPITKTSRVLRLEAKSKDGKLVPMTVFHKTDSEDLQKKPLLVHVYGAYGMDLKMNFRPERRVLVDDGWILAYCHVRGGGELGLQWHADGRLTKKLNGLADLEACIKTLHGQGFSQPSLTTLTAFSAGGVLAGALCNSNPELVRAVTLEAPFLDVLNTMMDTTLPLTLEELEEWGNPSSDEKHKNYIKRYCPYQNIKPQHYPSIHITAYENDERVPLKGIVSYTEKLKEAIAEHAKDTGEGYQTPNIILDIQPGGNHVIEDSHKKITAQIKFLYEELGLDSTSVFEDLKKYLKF
LYPLA1 counter: LYPLA1 inhibitors, primary screen, counter-screen for PME1 inhibitor project, biochemical, fluorescence polarization, FP-Rh probe ABPP; AID 2174, 2009; 320,000 compounds, 0.16% hits; Acyl-protein thioesterase 1 (Homo sapiens), O75608; inhibition, % at 5.9 µM; recombinant LYPLA1;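 active = inhibition above the mean of all tested compounds plus 3 SD, set per campaign, cut at about 14% in these data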;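 note: inhibitors block serine hydrolase probe labeling of LYPLA1 so polarization falls; 0% = enzyme with DMSO and 100% = wells lacking LYPLA1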
PME-1 inh: PME-1 inhibitors via competitive probe labeling, primary screen, biochemical, fluorescence polarization, FP-Rh probe, HTS | inhibition, % at 5.9 µM | AID 2130, 2009 | 320,000 compounds, 0.53% hits | Protein phosphatase methylesterase 1 (Homo sapiens), Q9Y570 | recombinant PME-1;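 active = inhibition above the campaign mean of all compounds plus 3 SD, cut at about 26% in these data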;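 note: competitive labeling of PME-1 active site by serine hydrolase directed probe; 0% = PME-1 with DMSO and 100% = wells lacking PME-1 enzyme; inhibitors block probe labeling so polarization falls and inhibition rises; many of its hits are not listed in these tables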
Active calls of the source: *; . = no result given.

SMILES	pPAFAH FP inh	LYPLA2 counter	PAFAH1B3 inh	PAD4 FP inh	PAFAH1B2 inh	GSTO1 inh	PREPL inhibitor	LYPLA1 counter	PME-1 inh
CCOc1cc(C2C(C(=O)c3ccco3)=C(O)C(=O)N2Cc2ccccc2)ccc1O (centres undefined)	-1	-3	-2	-6	5	7	13	1	0
CC(C)=CCC/C(C)=C/CNC(=O)C[C@H]1C[C@H](C(=O)N(C(C)C)C(C)C)[C@@]2(C)c3[nH]c4cc(CCC(=O)N(C)C)ccc4c3CCN2C1=O	68*	.	4	4	4	.	.	.	.
Cc1cccc(OCC(=O)NCCNC(=O)c2ccncc2)c1	-4	-5	9	2	-1	4	13	-3	-7
Cc1cc([N+](=O)[O-])nn1CC(=O)Nc1ccc(Cc2ccncc2)cc1	-1	23	2	1	1	1	-10	-2	3
Cc1ccc(C(=O)c2c[nH]c3c(F)cc(F)cc3c2=O)cc1	-1	-1	-1	1	2	-5	-7	1	-9
CCn1cc(C(=O)N2CCN(c3ccccn3)CC2)c(=O)c2cc(S(=O)(=O)N3CCC(C)CC3)ccc21	0	-5	8	1	10	-3	2	1	5
Cc1ccc(OCc2nnc(SCC(=O)N3CCc4ccccc43)n2C)cc1	0	0	-9	2	4	5	0	-2	-3
CCCCCCn1nc(C(=O)OCC(=O)c2c(N)n(C)c(=O)n(C)c2=O)c2ccccc2c1=O	-1	-9	2	0	-2	-7	2	-15	-18
O=C(N/C=C/c1ccco1)Nc1cccc(Cl)c1	27*	-23	.	0	.	-9	2	-23	-2
COc1ccc(OCCCC(=O)OCC(=O)Nc2sccc2C(N)=O)cc1	11	3	1	0	-4	-7	39	1	-4
CC1CCN(S(=O)(=O)c2ccc3c(c2)N(CC(=O)NCCCN2CCCCC2C)C(=O)CS3)CC1 (centres undefined)	-2	-1	6	-1	1	-1	5	0	0
CN(C(=O)c1ccccc1)c1nc2ccccc2s1	4	2	7	4	7	7	-4	1	8
CCOC(=O)C1C(c2ccccc2)N(C)OC1(O)C(F)(F)F (centres undefined)	0	0	11	0	-1	0	0	0	-1
CC(O)c1cccc(NC(=O)C2CCCCC2)c1 (centres undefined)	-2	2	7	2	1	22	6	-6	-12
Cc1nn(Cc2noc(C(=O)NCc3ccccn3)n2)c(C)c1Br	3	1	2	1	2	-6	2	-1	1
CC/C(=N/Nc1ccc(Cl)cc1)c1cnnc(SC)n1	0	4	3	-2	-2	50*	-1	0	2
COc1ccc(C2C(C#N)=C(N)Oc3cc(C)[nH]c(=O)c32)cc1OC (centres undefined)	4	1	8	1	2	11	6	2	-7
COC(=O)CCCC1=CC2=C(c3ccccc3)C(=O)C(C)(OC(=O)C3CCCC3)C(=O)C2=CN1CCc1c[nH]c2ccccc12 (centres undefined)	3	0	-3	-8	3	13	13	-1	0
Cc1cccc(-n2cnc(C(=O)NNC(=S)Nc3ccccc3)c2)n1	6	5	7	1	11	2	1	-1	2
COc1cccc(NC(=S)NNC(=O)c2ccccc2OC(F)F)c1	9	3	11	3	4	-6	3	-1	-2
COc1ccccc1C(=O)NC(=O)COC(=O)c1nc2nc(C)cc(C)n2n1	4	7	9	3	-1	-7	7	2	4
CC(=O)N1CCN(c2ccc(NC(=O)c3ccc(Cl)c([N+](=O)[O-])c3)cc2)CC1	19	7	4	4	2	15	0	2	1
CCn1cnc2cc(NCc3nc4ccccc4n3Cc3ccccc3)ccc21	7	14	5	-4	6	14	8	1	13
O=C(NCCCn1ccnc1)/C(=C/c1ccco1)NC(=O)c1cccs1	-3	-5	1	0	2	9	0	-4	-2
S=c1[nH]nc(-c2cc(-c3ccccc3)n[nH]2)n1/N=C/c1ccc(Cl)cc1	0	-10	4	6	0	-12	-7	-4	16
Cc1nc(C(F)(F)F)ccc1C(=O)Nc1ccccc1F	1	2	-5	-3	-3	-4	-4	-1	-2
CCOC(=O)c1sc(C)c(C(=O)NCCCN2CCOCC2)c1N	0	7	4	4	0	-1	-4	4	-5
O=C(c1cn(-c2ccccc2)nc1-c1ccncc1)N1CCCCC1	-1	-3	4	-1	4	0	-6	-1	-2
CC(C)C1C(c2ccccc2)NC(c2ccccc2)CC1(O)c1ccc(F)cc1 (centres undefined)	1	0	2	1	1	-2	-31	-4	-1
CCOC(=O)Cn1c(=N)n(CCOc2cccc(C)c2)c2ccccc21	2	6	2	1	4	-11	1	0	2
CCOC(=O)c1cc(-c2ccccc2)n(CC(=O)Nc2ccc(OC)cc2)c1C	4	6	3	-4	2	18	3	-3	-10
Cc1ccc(OCC(=O)NN2C(=O)c3ccccc3C2=O)cc1	-5	7	-3	-2	0	-4	16	4	-2
CCC(C)(C)NC(=O)C(c1ccc(OC)cc1)N(C(=O)CCC(=O)Nc1cc(C)on1)c1cccc(F)c1 (centres undefined)	3	3	10	-1	0	2	-9	-2	4
COc1cccc(CNC(=O)COC(=O)c2ccc(C(=O)c3ccccc3)cc2)c1	22	2	-2	-12	4	.	3	-3	-1
CCn1c(=O)oc2cc(NC(=O)CCl)ccc21	-1	-7	3	0	0	88*	-3	-4	2
CCOC(=O)c1c(NC(=O)C2CC=CCC2C(=O)O)sc(C)c1CC (centres undefined)	6	5	1	-8	19	5	0	0	0
CC(=O)N(c1nnc(-c2ccc(C)cc2)s1)C1CCCC1	2	2	1	-7	3	-3	-6	0	4
CCOc1ccc(NC(=O)C(=O)NCC2CCCN2CC)cc1 (centres undefined)	5	0	8	-2	-4	13	-3	-1	-6
CC1Cc2ccccc2N1C(=O)CSc1nc(-c2ccccc2)cs1 (centres undefined)	-6	-9	-6	0	3	-2	-26	-2	1
CCOc1ccc(-c2nnc(N)o2)cc1	2	-2	2	-4	4	1	17	0	-1
COc1ccc(O)c(C(=O)c2cnc3c(c2)c(C)nn3CCO)c1	3	2	1	-1	3	3	-3	1	1
CC(C)(C)c1ccc(C(=O)Nc2ccc(O)c3c(=O)cc(-c4ccccc4Cl)oc23)cc1	7	-5	10	0	-3	-4	0	-4	-1
CN1CCN(c2ccc(CNS(=O)(=O)Cc3cccc(C(F)(F)F)c3)cc2)CC1	9	11	.	5	.	-1	9	2	1
C=C1CCC[C@]2(C)C[C@H]3OC(=O)C(CN(Cc4ccc(OC)c(OC)c4)CC(C)O)[C@H]3CC12 (some centres undefined)	5	2	3	3	12	-4	-2	-2	-6
CC(C)Oc1cccc(C(=O)C2CCCN(Cc3cccn3-c3cccnc3)C2)c1 (centres undefined)	8	3	2	-2	3	-7	16	-1	-1
Cc1ccc(/C=N/NC(=O)CCCOc2ccc(Cl)cc2Cl)cc1	4	3	5	-5	4	1	-65	0	-3
Cc1ccc(CNC(=O)CSc2nc3n[nH]c(C)c3c(=N)n2-c2cccc(C)c2)cc1	-1	-1	5	-3	0	2	18	-4	0
CS(=O)(=O)c1ccc(Cl)c(NC(=O)C2CC(=O)N(Cc3ccccc3)C2)c1 (centres undefined)	6	3	3	-2	0	-2	7	-1	0
Cc1cc(Cl)c(OCCCNCc2ccccc2)c(Br)c1	-1	3	5	-4	0	-1	-29	2	5
CCCSc1nnc(Sc2nnnn2-c2ccccc2)s1	1	7	1	35*	4	3	1	3	-1
Cn1c(CCc2ccc(N)cc2)nc2ccccc21	-1	-1	13	2	3	1	0	-4	4
COc1ccc(N2CCN(C(=O)c3cc(C)oc3C)CC2)cc1	3	-2	7	0	2	0	3	0	-3
O=S(=O)(NCC(c1cccnc1)N1CCN(c2ccc(F)cc2)CC1)c1ccccc1 (centres undefined)	5	7	-4	2	-5	3	3	0	-3
O=S(=O)(c1ccc(Cl)cc1)N1CCN(Cc2cccnc2)CC1	3	7	5	-7	10	1	17	4	5
Cc1ccccc1N1Cc2ccccc2C1	5	1	-5	-4	2	3	2	3	-6
CCOC(=O)c1cc(OC(=O)c2ccccc2OC)n(-c2ccccc2)n1	0	-3	-2	-4	1	2	12	1	0
Cc1cc(C)c2cc(C#N)c(SCC(=O)Nc3cc(C)on3)nc2c1	0	-4	2	-1	1	7	3	-2	1
CCCCOC(=O)C1C2C=CC3(CN(CCc4ccccc4)C(=O)C13)O2 (centres undefined)	2	0	1	-3	-3	-1	-12	1	-9
Cc1ccc(NC(=O)c2cccc3c2-c2ccccc2C3=O)cc1C	5	-2	4	4	2	2	32	-8	-5
COCCn1c(SCC(=O)Nc2nnc(C)s2)nnc1-c1cc2ccccc2cc1O	-1	-7	2	5	5	10	-20	1	2

Further compounds.
SMILES	pPAFAH FP inh	LYPLA2 counter	PAFAH1B3 inh	PAD4 FP inh	PAFAH1B2 inh	GSTO1 inh	PREPL inhibitor	LYPLA1 counter	PME-1 inh
CC(NC(=S)Nc1ccc(OC(F)F)cc1)c1ccc(F)cc1 (centres undefined)	0	-1	9	-4	24	-2	-4	1	3
O=C1CCC(C(=O)Nc2cccc(Oc3ccccc3)c2)=NN1	1	4	-1	-6	-1	2	4	-3	-6
CCN(CC)C(=O)[C@H]1CC(CC(=O)NCc2ccco2)C(=O)N2CCc3c([nH]c4ccc(OC)cc34)[C@]12C (some centres undefined)	1	.	7	4	1	.	.	.	.
CCCC(=O)C1=C(O)C(C(=O)OC)C(C)(C)CC1=NCc1ccccc1 (centres undefined)	7	5	14	1	4	-1	2	1	-2
Clc1ccc(CNCCCSc2ncccn2)cc1	4	-2	12	-2	3	1	-4	-1	-1
CCCc1c(OCCCCc2nn[nH]n2)ccc(C(C)=O)c1O	4	1	-4	2	-6	2	-12	-5	-1
Cc1cccc(N2CCN(CC(=O)Nc3ccccc3[N+](=O)[O-])CC2)c1C	-4	2	4	-4	-11	12	30	-2	-6
C[C@@H]1CCC[C@]2(O[C@H](CCO)C[C@@H](O)[C@@H]2O)O1	-1	6	5	2	8	2	2	3	-4
O=C(Oc1ccc(N(Cc2cccs2)C2=NS(=O)(=O)c3ccccc32)cc1)c1ccccc1F	0	5	6	0	16	-3	35	0	1
O=C(NCc1ccc2c(c1)OCO2)c1cccc(S(=O)(=O)N2CCOCC2)c1	3	0	3	-5	-4	11	13	-1	-7
CCN1N=C(c2cc(Cl)sc2Cl)CSC1=O	-4	-4	7	-2	2	2	-10	-5	-3
Cc1cc(/C(=N/O)C(C)(C)NO)ccc1Cl	-3	6	5	-3	6	5	4	-3	-3
Cc1ccccc1NC1=NC2(CCCC2)N=C(N)N1	2	5	4	0	10	-1	8	2	-2
CCc1ccc(OCC(=O)Nc2ccc(S(=O)(=O)N3CCCC3)cc2)c(Br)c1	8	5	10	-2	-5	3	10	-10	-11
O=S1(=O)CC(O)C(NCc2cccnc2)C1 (centres undefined)	2	0	16	1	-3	3	5	2	-4

Screening data: PubChem BioAssay, The Scripps Research Institute Molecular Screening Center

Not all compounds are listed. The share of hits here may be higher or lower than overall.
